IMP-1 inhibitor: inhibitors of Pseudomonas aeruginosa IMP-1 metallo-beta-lactamase; actives 0.45% (n = 290,000); inhibition, % at 5.6 µM; AID 1556; purified IMP-1, nitrocefin hydrolysis, epi-absorbance fluorescence;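 active = inhibition above the mean plus 3 SD of all compounds in the same screening run, cut at about 4.5% in these data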;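 also: 0% = IMP-1 with DMSO and 100% = DMSO wells lacking enzyme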
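assay system = purified recombinant IMP-1 metallo-beta-lactamase enzyme | schedule = 15 min preincubation plus 25 min reaction at 25 °C | signal = Epi-absorbance fluorescence, 480 nm excitation, 530 nm emission | read-out basis = percent inhibition from optical density relative to buffer-blank wells | controls = IMP-1 with DMSO as 0%, enzyme-free DMSO as 100%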
CRFR2-BP antag: blocks CRF-induced signaling of the CRF-BP/CRF-R2 complex. actives 0.59% (n = 350,000). HEK293 CRF-R2/CRF-BP, CRF-induced calcium fluorescence. inhibition, % at 11.8 µM;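 active = inhibition of the ligand-induced calcium signal above about 50% at the single tested concentration, limit read from the data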
HCV NS3 hel inh: blocks Hepatitis C virus NS3 helicase unwinding; NS3 helicase DNA unwinding, Cy5 molecular beacon fluorescence; inhibition, % at 10.9 µM; actives 0.56% (n = 290,000); AID 1800;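 active = inhibition above the mean of all tested compounds plus 3 SD, set per campaign, cut at about 35% in these data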;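 also: 0% = DMSO wells and 100% = thioflavine S control wells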
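Compound dosing – single dose, 10.9 µM nominal final, DMSO 0.8% final · System – NS3 helicase fragment of HCV · Buffer or medium – MOPS pH 6.5, MgCl2, DTT, Tween20, BSA · Signal – Cy5 beacon fluorescence read at start and 1 h · Also added – annealed dual-labelled DNA beacon duplex, ATP-started · Schedule – 1 h at 25 °C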
VIM-2 inhibitor: inhibitors of Pseudomonas aeruginosa VIM-2 metallo-beta-lactamase; purified VIM-2, nitrocefin hydrolysis, epi-absorbance fluorescence; inhibition, % at 5.6 µM; actives 0.89% (n = 290,000);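 active = inhibition above the mean of all tested compounds plus 3 SD, cutoff set per screening run, cut at about 7.5% in these data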;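 also: red hydrolysis product quenches plate fluorescence so inhibitors raise well fluorescence; 0% = enzyme with DMSO and 100% = DMSO without enzyme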
UBC9 SUMO inh: blocks human SUMOylation mediated by UBC9. inhibition, % at 35 µM. HTRF SUMOylation assay, SAE1/SAE2 + UBC9, in vitro. actives 0.36% (n = 290,000). AID 2006; in the data active = inhibition above about 50%, passing the limit was not always enough; also: strong numbers were not always called active
IDE act: boosts human insulin-degrading enzyme activity in HEK cells | FAbeta-B cleavage, fluorescence polarization; 0% vehicle, 100% cell-free pure enzyme wells | AID 493087 | activation, % at 5.96 µM | P14735 | actives 0.073% (n = 340,000);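 active = activation above the mean of all tested compounds plus 3 SD, set per screening campaign, cut at about 17% in these data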
Target sequence (P14735 whole entry, looked up): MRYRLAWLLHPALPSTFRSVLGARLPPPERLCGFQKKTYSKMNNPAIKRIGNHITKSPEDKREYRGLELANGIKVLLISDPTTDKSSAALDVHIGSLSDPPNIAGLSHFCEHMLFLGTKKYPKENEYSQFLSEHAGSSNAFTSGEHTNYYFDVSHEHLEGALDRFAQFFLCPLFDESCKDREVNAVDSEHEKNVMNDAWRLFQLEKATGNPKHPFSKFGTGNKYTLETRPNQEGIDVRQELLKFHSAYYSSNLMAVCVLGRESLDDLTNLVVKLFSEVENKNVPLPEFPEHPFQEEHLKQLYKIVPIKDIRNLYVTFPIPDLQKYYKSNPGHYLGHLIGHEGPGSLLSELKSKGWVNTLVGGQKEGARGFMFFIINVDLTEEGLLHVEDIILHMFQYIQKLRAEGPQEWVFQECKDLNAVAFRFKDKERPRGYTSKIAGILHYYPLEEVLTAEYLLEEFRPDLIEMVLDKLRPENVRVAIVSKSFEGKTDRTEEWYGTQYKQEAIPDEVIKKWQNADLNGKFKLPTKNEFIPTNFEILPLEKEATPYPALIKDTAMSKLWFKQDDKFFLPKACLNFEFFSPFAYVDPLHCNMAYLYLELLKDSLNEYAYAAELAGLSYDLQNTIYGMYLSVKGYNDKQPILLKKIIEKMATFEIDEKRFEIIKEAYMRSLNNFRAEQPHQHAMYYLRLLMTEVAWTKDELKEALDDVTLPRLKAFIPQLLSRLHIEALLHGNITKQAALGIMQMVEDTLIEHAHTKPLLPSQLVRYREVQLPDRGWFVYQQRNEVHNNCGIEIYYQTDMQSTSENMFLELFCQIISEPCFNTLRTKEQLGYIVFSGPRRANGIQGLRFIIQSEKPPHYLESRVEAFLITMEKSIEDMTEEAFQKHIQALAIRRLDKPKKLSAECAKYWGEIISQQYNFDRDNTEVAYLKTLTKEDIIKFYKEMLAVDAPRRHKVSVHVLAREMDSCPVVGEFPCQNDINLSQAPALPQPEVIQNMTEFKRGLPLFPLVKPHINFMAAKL
IDE inh: inhibits human insulin-degrading enzyme in HEK cells; P14735; FAbetaB cleavage, fluorescence polarization; inhibition, % at 5.59 µM; actives 0.41% (n = 320,000); AID 434962;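 active = percent inhibition above the average of all tested compounds plus 3 SD, set per screening campaign, cut at about 16% in these data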;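 also: IDE supplied by intact live HEK cells; FP after avidin binding of uncleaved biotin substrate so inhibition keeps polarization high; 0% = DMSO wells and 100% = 60 µM reference IDE inhibitor Ii1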
pCIP destab: p/CIP protein destabilization | Q05BA5 | F442A p/CIP-EGFP cells, EGFP fluorescence, 16 h | decrease of EGFP signal, % at 10 µM | actives 0.01% (n = 290,000) | AID 1984;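 active = EGFP signal decrease of at least 30% at 10 µM or well 3 SD below plate mean, unless failing retest; inactive = the rest, including hits failing retest or dose response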; also: some compounds called inactive have numbers as strong as hits; many of its hits are not listed in these tables
GalR3 antag: antagonists of human GalR3. O60755. HEK293 GalR3-CNG cAMP membrane potential fluorescence; galR3 body fused to GalR1 C-terminus. inhibition, % at 3 µM. actives 0.44% (n = 360,000). AID 651719;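 active = inhibition above the screen-wide average plus 3 SD, cut at about 13% in these data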;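 also: forskolin and galanin both at EC90 stimulate the cells; cAMP rise reported by CNG channel membrane potential dye signal; 0% = forskolin plus galanin with DMSO and 100% = forskolin alone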
The depositor's hits bear a star; / = not tested or not shown.

SMILES | IMP-1 inhibitor | CRFR2-BP antag | HCV NS3 hel inh | VIM-2 inhibitor | UBC9 SUMO inh | IDE act | IDE inh | pCIP destab | GalR3 antag
CC(=O)c1cccc(NC(=S)Nc2cccc3ccccc23)c1 | -1.8 | 2 | 13 | -3.5 | 95 | -1 | 2 | -9 | -2
Cc1ccc(CNc2ccc3c(c2)ncn3C)cc1 | -3.2 | 2 | -6 | -0.2 | -9 | 5 | 2 | 4 | -1
CC(=O)NCCOc1c(C)cc(S(N)(=O)=O)cc1C | -2.8 | 7 | -2 | -3.4 | 3 | -2 | 0 | -3 | 2
NC(=O)NC(=O)COC(=O)/C=C/c1cccc(Br)c1 | -2.4 | 3 | 0 | -4.8 | 6 | 4 | -6 | -5 | -6
NCCc1nnc(SCc2ccccc2)o1 | -4.3 | 0 | -3 | -0.8 | 2 | 0 | -3 | -2 | -4
COc1ccccc1N1CCN(C(=O)c2cc(-c3ccc(Br)cc3)on2)CC1 | -3.5 | -8 | 8 | -4.8 | -19 | 9 | 10 | -7 | /
O=C(Nc1cc(S(=O)(=O)N2CCOCC2)ccc1O)c1ccco1 | 0.4 | -8 | 4 | -3.4 | 12 | 2 | 0 | -7 | -3
O=C(c1cc(-c2ccccc2)on1)N1CCCCCC1 | -2.6 | -9 | -10 | -0.7 | 0 | 4 | 1 | -18 | -10
Cc1ccc(-c2nc(CS(=O)CC(=O)NCCN3CCCCCC3)c(C)o2)cc1 (centres undefined) | -0.3 | 6 | -45 | 0.0 | 2 | -1 | -2 | 2 | -6
Cc1cc(-n2c(C)cc(C(=O)CSc3nc4ccccc4c(=O)n3Cc3ccco3)c2C)no1 | -2.9 | -51 | 3 | -5.1 | -3 | 6 | -3 | -10 | -2
CCOc1ccccc1NC(=O)CCC(=O)Nc1ccc2nc(N3CCN(C)CC3)cc(C)c2c1 | -2.1 | 13 | -29 | 0.6 | -6 | 1 | 2 | 7 | -1
O=C(CC1OC(=O)c2ccccc21)Nc1cc(Cl)ccc1N1CCOCC1 (centres undefined) | / | -2 | / | / | / | 3 | 0 | / | -7
COCCCN(C(=O)CCOc1ccc(C)cc1)c1c(N)n(Cc2ccccc2)c(=O)[nH]c1=O | / | 13 | / | / | / | 4 | -10 | / | -2
CCOc1ccc(N(CC)C(=O)CCNC(=O)Cn2ccc3ccccc3c2=O)cc1 | -5.8 | 2 | -1 | -6.2 | 16 | -1 | 1 | -4 | -1
COc1ccc(C2NC(=O)C(C)S2)cc1 (centres undefined) | -4.5 | -5 | 6 | -0.5 | 2 | -6 | 2 | 0 | -4
C#CCSc1ncc(-c2ccccc2)cn1 | -5.2 | 3 | -6 | -3.0 | 5 | 2 | 2 | 4 | -10
O=C(c1ccc2ccccc2c1)C1CCCN(C(=O)c2noc3c2CCCC3)C1 (centres undefined) | -3.1 | 4 | -11 | -2.3 | -5 | -1 | 1 | -14 | 2
C[C@@H]1CN([C@H](C)CO)C(=O)Cc2cc(NC(=O)Nc3ccccc3)ccc2O[C@@H]1CN(C)C(=O)Nc1ccc2c(c1)OCO2 | / | -7 | / | / | / | 4 | 4 | / | -5
CCCCCCCc1c(C#N)c(N)[nH]c(=S)c1C#N | -4.0 | 2 | 10 | -5.1 | 22 | / | 0 | 1 | -3
C=CCNC(=O)c1cccc2c1C(=O)c1ccc(N3CCCC3)cc1S2(=O)=O | / | -3 | / | / | / | -7 | 7 | / | -5
CC1(C)CC(=O)C(c2c[nH]c3ccccc23)C(=O)C1 | -2.0 | -12 | 16 | -2.8 | 2 | -2 | 3 | -3 | -6
COc1ccc(CN2C3CCCC2CC(NC(=O)/C=C/c2ccccc2)C3)cc1 (centres undefined) | -3.5 | -10 | -18 | -0.8 | -1 | 1 | 5 | -2 | -10
CNc1ccccc1C(C)(C)c1ccn[nH]1 | -0.4 | 2 | -9 | -0.2 | 11 | -1 | 0 | 9 | 2
O=C(OC1CCOC1=O)c1cc(-c2cccs2)nc2ccccc12 (centres undefined) | -2.9 | -53 | 2 | 3.2 | 33 | 0 | 4 | -2 | -2
COc1ccc(OC)c(NC(=O)CSc2ccc(-c3cccnc3)nn2)c1 | -4.0 | 1 | 8 | -0.7 | 9 | 1 | 0 | -6 | -3
(continued)
SMILES | IMP-1 inhibitor | CRFR2-BP antag | HCV NS3 hel inh | VIM-2 inhibitor | UBC9 SUMO inh | IDE act | IDE inh | pCIP destab | GalR3 antag
Cc1ccc(C(=O)OCC(=O)c2c[nH]c3ccccc23)cc1 | -3.3 | 6 | 12 | -2.5 | 13 | -2 | 2 | 6 | 11
Cc1cccc(Oc2nc3ccccn3c(=O)c2/C=C(\C#N)C(=O)NC2CCS(=O)(=O)C2)c1C (centres undefined) | -1.5 | -5 | -5 | 1.5 | 7 | 3 | 1 | 0 | -7
O=C(c1ccco1)N1CCN(Cc2cccc(C(F)(F)F)c2)CC1 | -1.9 | 1 | 0 | -1.3 | 12 | 6 | 1 | -3 | -8
CCOc1ccc(C(=O)NCC(=O)OCc2cc(C(C)=O)ccc2OC)cc1 | -3.6 | 7 | 3 | -3.4 | -20 | 1 | 4 | 12 | -5
CCC(=O)c1ccc(N2CCN(S(=O)(=O)c3ccccc3)CC2)c(F)c1 | -2.6 | -9 | 6 | -4.4 | 3 | 1 | 0 | -7 | -4
CC(C)NC(=O)NC(=O)COC(=O)c1ccc([N+](=O)[O-])cc1Cl | -2.1 | -13 | -3 | -2.1 | 1 | 6 | 10 | 6 | -4
COc1ccc(C(=O)Nc2nc(C)c(C)s2)cc1OC | -1.1 | 0 | -1 | 0.1 | 4 | 7 | 3 | -5 | -1
O=C(Nc1ccc(S(=O)(=O)N2CCCCC2)cc1)C1CCN(C(=O)c2ccc(F)cc2)CC1 | / | -2 | / | / | / | 4 | 2 | / | -5
COC(=O)C1=C(C)NC(=O)NC1c1ccc(N2CCC(c3ccccc3)=N2)cc1 (centres undefined) | -0.4 | -20 | -3 | -1.2 | 18 | 5 | 2 | -22 | 5
COC1CC(C)NC(=S)N1 (centres undefined) | -1.5 | -2 | 7 | 1.1 | 3 | 5 | -3 | 12 | 0
O=C(c1cnccn1)N1CCN(c2ccccc2)CC1 | -3.5 | -2 | 3 | -1.8 | -21 | 4 | -10 | -15 | -4
CCOc1ccc(N(CC(=O)OC)S(=O)(=O)c2c(C)noc2C)cc1 | -2.6 | 16 | -8 | -4.2 | 2 | 0 | 4 | -24 | -1
O=c1[nH]c(CSc2ncc(-c3ccc(F)cc3)n2Cc2ccco2)nc2ccccc12 | -2.6 | 16 | -8 | -1.9 | 22 | 5 | -8 | -12 | -4
O=C(CCC1CCCN(c2ncccn2)C1)NCc1ccc(F)c(F)c1 (centres undefined) | -2.4 | 5 | 3 | 0.5 | 8 | 5 | -4 | -4 | 38*
CC(=O)OC(C)(C)C#CCN1CCCC1 | -0.6 | 6 | -4 | -3.3 | 1 | -2 | 2 | 3 | -6
O=C(N/N=C/c1ccc2c(c1)OCO2)C1COc2ccccc2O1 (centres undefined) | -2.3 | 7 | -18 | -0.8 | -8 | 5 | 3 | -3 | -5
CC(C)CC(=O)Nc1nc2ccc(S(C)(=O)=O)cc2s1 | -3.2 | -8 | 5 | -2.9 | 7 | 4 | 0 | -2 | 0
N#CCc1ccc(OC(=O)c2cccnc2)cc1 | -1.7 | -2 | 10 | -1.8 | 21 | 5 | -4 | -10 | -2
CCn1ccnc1CN1CCC(CO)(CCOc2ccccc2)CC1 | -2.2 | 8 | -7 | -4.4 | 8 | -2 | -2 | 2 | -4
CCCn1c(N)c(C(=O)CSc2nnc(Cc3ccccc3)o2)c(=O)n(C)c1=O | -5.6 | -16 | -2 | -3.6 | 12 | 2 | -1 | -20 | -10
Cc1cc(C)nc(N2CCN(S(=O)(=O)c3ccc(F)cc3)CC2)n1 | 0.7 | 15 | 5 | -0.4 | 11 | 2 | 3 | -4 | -7
COc1cc(/C=C/C(=O)N(C)CC(=O)Nc2ccccc2SC)cc(OC)c1OC | / | 10 | / | / | / | 0 | 1 | / | 6
O=C(OCC(=O)c1ccc[nH]1)c1ccc(Br)cc1 | / | 1 | / | / | / | 0 | 4 | / | -6
CCOC(=O)c1c(S(=O)(=O)Nc2ccc(F)cc2Cl)c(C)n(C)c1C | -4.1 | -8 | -7 | 0.1 | -3 | -2 | 4 | -6 | -6
Cc1cc(Nc2cccc(Br)c2)c2ccccc2n1 | / | -3 | / | / | / | 6 | 9 | / | -4

Of the compounds above, these have a Cl atom.
SMILES | IMP-1 inhibitor | CRFR2-BP antag | HCV NS3 hel inh | VIM-2 inhibitor | UBC9 SUMO inh | IDE act | IDE inh | pCIP destab | GalR3 antag
O=C(CC1OC(=O)c2ccccc21)Nc1cc(Cl)ccc1N1CCOCC1 (centres undefined) | / | -2 | / | / | / | 3 | 0 | / | -7
CC(C)NC(=O)NC(=O)COC(=O)c1ccc([N+](=O)[O-])cc1Cl | -2.1 | -13 | -3 | -2.1 | 1 | 6 | 10 | 6 | -4
CCOC(=O)c1c(S(=O)(=O)Nc2ccc(F)cc2Cl)c(C)n(C)c1C | -4.1 | -8 | -7 | 0.1 | -3 | -2 | 4 | -6 | -6

Following part:
SMILES | IMP-1 inhibitor | CRFR2-BP antag | HCV NS3 hel inh | VIM-2 inhibitor | UBC9 SUMO inh | IDE act | IDE inh | pCIP destab | GalR3 antag
CN(C)CCNC(C(=O)Nc1cccc(S(=O)(=O)N2CCOCC2)c1)c1ccccc1 (centres undefined) | / | -1 | / | / | / | 2 | -2 | / | -6
CCOC(=O)c1c(S(=O)(=O)N2CCCC(C(=O)Nc3ccc(C)cn3)C2)c(C)n(C)c1C (centres undefined) | -1.8 | 19 | 7 | -3.6 | / | -5 | 5 | -8 | -3
Cc1ccc(NS(=O)(=O)c2ccc3c(c2)CC(=O)N3)c(C)c1 | -0.6 | -8 | 1 | -2.0 | 8 | 0 | 4 | -14 | /
COc1cc(C(=O)NCc2cccc(Cl)c2)ccc1OCC(=O)N1CCOCC1 | / | 16 | / | / | / | 5 | -1 | / | 1
CCN(CC)CCNC(=O)Cn1nc(Cc2ccncc2)c2ccccc2c1=O | -0.2 | -7 | 0 | 1.1 | -9 | 2 | 1 | 1 | -4
Cc1cccc(C)c1NC(=O)CNC(=O)CNC(=O)c1ccc2c(c1)OCO2 | / | -5 | / | / | / | 4 | -6 | / | -1
Cc1cc(N/N=C/c2cccc([N+](=O)[O-])c2)nc(-n2nc(C)cc2C)n1 | -3.8 | -3 | 9 | -3.9 | 24 | 10 | 4 | -5 | -4
Cc1c(OCC(=O)NCc2ccccn2)ccc2c(-c3ccccc3)cc(=O)oc12 | -2.5 | 3 | -18 | -2.7 | 8 | 3 | 1 | -10 | -3
Cc1cccc(C(C)C)c1NC(=O)Cc1ccc(S(=O)(=O)N2CCOCC2)s1 | / | 17 | / | / | / | 5 | 5 | / | -5
COc1ccc(S(=O)(=O)N(C)C)cc1NC(=O)COC(=O)c1nc2nccc(C)n2n1 | -0.4 | 11 | 10 | -0.1 | -40 | 5 | 3 | 1 | -3
COc1ccc(CCN2CC(C(=O)Nc3ccc4c(c3)OCO4)CC2=O)cc1OC (centres undefined) | -1.2 | -11 | -1 | 0.4 | 22 | 5 | -4 | 1 | 7
